Compound activity (PubChem BioAssay)
PLK1 PBD inh – Plk1 polo box domain binding inhibitors, primary screen, biochemical, fluorescence polarization; Serine/threonine-protein kinase PLK1 (Homo sapiens), P53350; Plk1 PBD phosphopeptide binding; inhibition, %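 (tested at about 20 µM)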; 0.13% of 97,000 active; AID 693, 2007; in the data active = inhibition above about 34%, passing the limit was not always enough
S1P2 antag – human S1P2 receptor antagonists, primary screen, cell-based | Sphingosine 1-phosphate receptor 2 (Homo sapiens), O95136 | cell-based S1P2 antagonist assay, inhibition at 5 uM | inhibition, % at 5 µM | 0.21% of 97,000 active; in the data active = inhibition above about 45%;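 also: CRE beta-lactamase reporter cells expressing human S1P2 stimulated with S1P; 0% = agonist at EC80 alone and 100% = agonist plus reference antagonist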
HIV Rev-RRE inh – HIV-1 Rev-RRE binding inhibitors, primary screen, biochemical, FRET, protein-RNA interaction; inhibition, % at 8 µM; Rev peptide-RRE RNA binding; 0.79% of 97,000 active; P05866;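 active = inhibition above the screen-wide mean plus 3 SD, cut at about 35% in these data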;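 also: 0% = median DMSO wells and 100% = median Neomycin B control wells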
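Assay system: Labelled RRE RNA duplex and labelled Rev peptide | Times: 5 min preincubation and 15 min binding, 25 °C | Detection: FRET, ex 480 nm, em 540 and 671 nm | Evaluation: % inhibition of FRET ratio versus controls | Benchmarks: DMSO wells as 0% and neomycin B wells as 100% inhibition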
EphB4 antag – EphB4-ephrin-B2 interaction antagonists, primary screen, biochemical, TNYL-RAW peptide probe, fluorescence polarization. Ephrin type-B receptor 4 (Homo sapiens), P54760. EphB4 LBD / TNYL-RAW-Alexa532 peptide. inhibition, % at 7 µM. 0.15% of 97,000 active. AID 720, 2007;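 active = inhibition above the screen-wide mean inhibition plus 3 SD, cut at about 15% in these data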;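 also: 0% = DMSO wells and 100% = excess unlabeled TNYL-RAW peptide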
FAK blocker – FAK kinase inhibitors, primary screen, biochemical | biochemical FAK kinase activity assay | inhibition, %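 (tested at 7 µM)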 | 0.84% of 97,000 active | Focal adhesion kinase 1 (Homo sapiens), Q05397 | AID 727, 2007; in the data active = inhibition above about 19%;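 also: 0% = DMSO and 100% = reference compound high control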
Target sequence (Q05397 whole entry, looked up): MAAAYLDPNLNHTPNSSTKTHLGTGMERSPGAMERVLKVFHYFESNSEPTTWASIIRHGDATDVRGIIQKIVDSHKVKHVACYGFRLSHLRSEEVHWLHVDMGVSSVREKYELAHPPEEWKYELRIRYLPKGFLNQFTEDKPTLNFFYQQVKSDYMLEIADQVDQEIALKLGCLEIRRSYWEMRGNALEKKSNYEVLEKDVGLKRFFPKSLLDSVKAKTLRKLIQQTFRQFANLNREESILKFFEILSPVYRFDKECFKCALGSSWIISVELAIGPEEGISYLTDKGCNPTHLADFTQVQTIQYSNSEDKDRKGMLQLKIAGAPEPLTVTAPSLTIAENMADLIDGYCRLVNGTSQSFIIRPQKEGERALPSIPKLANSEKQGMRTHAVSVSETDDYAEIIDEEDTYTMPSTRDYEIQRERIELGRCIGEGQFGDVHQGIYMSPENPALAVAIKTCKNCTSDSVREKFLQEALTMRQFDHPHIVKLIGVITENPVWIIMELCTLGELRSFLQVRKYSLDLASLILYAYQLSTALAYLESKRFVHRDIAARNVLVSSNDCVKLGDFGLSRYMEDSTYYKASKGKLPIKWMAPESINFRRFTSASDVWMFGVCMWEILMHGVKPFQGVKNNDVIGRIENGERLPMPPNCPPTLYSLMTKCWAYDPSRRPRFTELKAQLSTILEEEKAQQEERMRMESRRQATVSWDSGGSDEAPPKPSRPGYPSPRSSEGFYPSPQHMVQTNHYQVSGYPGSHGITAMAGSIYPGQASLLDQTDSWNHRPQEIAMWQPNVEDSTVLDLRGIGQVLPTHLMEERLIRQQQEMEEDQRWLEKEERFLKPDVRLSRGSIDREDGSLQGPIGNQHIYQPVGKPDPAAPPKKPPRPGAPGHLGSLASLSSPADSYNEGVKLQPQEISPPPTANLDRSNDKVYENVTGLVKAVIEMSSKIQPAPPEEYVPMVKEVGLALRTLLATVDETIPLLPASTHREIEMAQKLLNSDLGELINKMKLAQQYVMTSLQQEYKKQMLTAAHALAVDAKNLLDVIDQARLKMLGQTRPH
S1P2 ag – S1P2 receptor agonists, primary screen, cell-based | S1P2-expressing cell line, agonist reporter read-out | activation, % at 4.5 µM | 0.46% of 97,000 active | AID 729, 2007; in the data active = activation above about 16%;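 also: 0% = vehicle low control and 100% = maximal reference agonist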
PLK1 inh – human PLK1 kinase inhibitors, primary screen, biochemical, TR-FRET. Serine/threonine-protein kinase PLK1 (Homo sapiens), P53350. recombinant PLK1 kinase, TR-FRET peptide phosphorylation. inhibition, % at 10 µM. 0.53% of 97,000 active. AID 619, 2007;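 active = inhibition of 50% or more in the single-concentration screen; inactive = inhibition below 50%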;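 also: 0% = DMSO max control and 100% = H-89 dihydrochloride min control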
MT1-MMP txn act – MT1-MMP promoter reporter activation – cell-based, luciferase luminescence, primary screen. HT1080 MT1-MMP promoter luciferase reporter, overnight; stronger effect = higher value. activation factor at 10 µM. 0.16% of 86,000 active. AID 750, 2007;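 active = activation factor of at least 2 for MT1-MMP transcription at 10 µM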
PLAP activator – PLAP enzyme activators, biochemical, luminescence, HTS; Alkaline phosphatase, placental type (Homo sapiens), P05187; 1.2% of 96,000 active; purified PLAP enzyme, luminescent substrate read-out; stronger effect = higher value; AID 696, 2007; activation fold at 20 µM; in the data active = activation fold above about 2
Numbers without * were called inactive; . = not tested or not shown; [ ] = remark or other dose.

The opening 14 compounds, ahead of the listing:
SMILES	PLK1 PBD inh	S1P2 antag	HIV Rev-RRE inh	EphB4 antag	FAK blocker	S1P2 ag	PLK1 inh	MT1-MMP txn act	PLAP activator
CC(C)(C)c1ccc(CNc2cc(N3CCOCC3)ccc2[N+](=O)[O-])cc1	-10	14	5	1	1	-4	4	.	0.8
O=C(O)CNC(=O)c1ccc(OC(F)F)cc1	25	-2	-1	-6	1	-3	3	1.2	0.8
c1ccc(C(CN2CCOCC2)c2ccccc2)cc1	20	-13	0	-8	-3	-4	-6	1.1	0.9
Cc1ccc2nc(NCCCN3CCOCC3)c(C=NCCCN3CCOCC3)c(=O)n2c1	-20	9	9	-2	-3	-2	-4	1.2	1
O=c1ccc2cc3c([nH]c4ccc(Br)cc43)oc-2c1O	6	8	37*	11	0	-7	71*	1.2	0.8
O=C(Cn1c(=O)oc2ccccc21)Nc1ccc(S(=O)(=O)N2CCCCC2)cc1	-9	14	4	-4	-2	-7	0	0.9	0.9
COc1cc2c(cc1OC)C(c1ccc(N(C)C)cc1)CC(=O)N2 (stereo unspecified)	1	-10	0	6	2	-6	-10	1.1	1.2
CN(C)C/C(Cl)=C(\Cl)c1ccccc1	12	-11	3	-3	2	-4	-10	1.2	1.1
CC(C)(C)C(=O)Nc1nc2c(s1)COc1ccccc1-2	22	25	6	0	45*	0	-8	.	0.9
Cc1ccc2nc(NCCCNC(=O)c3cnccn3)c(C#N)cc2c1	-15	-12	13	3	4	0	-4	1	1.1
CC(=O)N(CN1C(=O)c2ccccc2C1=O)c1ccccc1	-19	14	-2	3	-3	-4	-12	1.2	1
Cc1c(NC(=O)c2c(F)cccc2F)c(=O)n(-c2ccccc2)n1C	-9	-16	3	-5	0	-3	-15	1.2	0.8
COc1ccc(CC(=O)Nc2ccc(-c3nnc(-c4ccccc4)o3)cc2)cc1	14	0	1	-7	11	-3	-6	1.1	1
CCOC(=O)Cc1csc(-n2sc3ccccc3c2=O)n1	-17	-12	4	4	-3	-2	-8	1.1	1.3

Results, previewed entries included:
SMILES	PLK1 PBD inh	S1P2 antag	HIV Rev-RRE inh	EphB4 antag	FAK blocker	S1P2 ag	PLK1 inh	MT1-MMP txn act	PLAP activator
CC(C)(C)c1ccc(CNc2cc(N3CCOCC3)ccc2[N+](=O)[O-])cc1	-10	14	5	1	1	-4	4	.	0.8
O=C(O)CNC(=O)c1ccc(OC(F)F)cc1	25	-2	-1	-6	1	-3	3	1.2	0.8
c1ccc(C(CN2CCOCC2)c2ccccc2)cc1	20	-13	0	-8	-3	-4	-6	1.1	0.9
Cc1ccc2nc(NCCCN3CCOCC3)c(C=NCCCN3CCOCC3)c(=O)n2c1	-20	9	9	-2	-3	-2	-4	1.2	1
O=c1ccc2cc3c([nH]c4ccc(Br)cc43)oc-2c1O	6	8	37*	11	0	-7	71*	1.2	0.8
O=C(Cn1c(=O)oc2ccccc21)Nc1ccc(S(=O)(=O)N2CCCCC2)cc1	-9	14	4	-4	-2	-7	0	0.9	0.9
COc1cc2c(cc1OC)C(c1ccc(N(C)C)cc1)CC(=O)N2 (stereo unspecified)	1	-10	0	6	2	-6	-10	1.1	1.2
CN(C)C/C(Cl)=C(\Cl)c1ccccc1	12	-11	3	-3	2	-4	-10	1.2	1.1
CC(C)(C)C(=O)Nc1nc2c(s1)COc1ccccc1-2	22	25	6	0	45*	0	-8	.	0.9
Cc1ccc2nc(NCCCNC(=O)c3cnccn3)c(C#N)cc2c1	-15	-12	13	3	4	0	-4	1	1.1
CC(=O)N(CN1C(=O)c2ccccc2C1=O)c1ccccc1	-19	14	-2	3	-3	-4	-12	1.2	1
Cc1c(NC(=O)c2c(F)cccc2F)c(=O)n(-c2ccccc2)n1C	-9	-16	3	-5	0	-3	-15	1.2	0.8
COc1ccc(CC(=O)Nc2ccc(-c3nnc(-c4ccccc4)o3)cc2)cc1	14	0	1	-7	11	-3	-6	1.1	1
CCOC(=O)Cc1csc(-n2sc3ccccc3c2=O)n1	-17	-12	4	4	-3	-2	-8	1.1	1.3
CCCN1CC23C=CC(O2)C(C(=O)O)C3C1=O (stereo unspecified)	20	9	5	2	0	-1	-19	1.1	0.9
C[N+](C)(C)CCCN1C(=O)CCCC1=O	-23	-4	0	-5	-4	-4	-17	.	1
O=C(/C=C/Nc1ccc(F)cc1)c1ccco1	-10	-8	-2	7	-1	-2	-7	0.7	0.8
CC(C)(O)C#Cc1ccc(C(=O)N2CCN(C(=O)c3ccco3)CC2)cc1	-12	5	0	-6	0	-6	-10	1.1	0.9
COc1ccc(CCC(=O)N2CCN(S(=O)(=O)c3ccc4ccccc4c3)CC2)cc1	-16	12	5	0	2	-4	-7	1	1
CCNC(=O)CC1SC(=Nc2ccc(C)cc2)N(CC)C1=O (stereo unspecified)	-31	16	4	3	2	-1	-8	1.1	1
Oc1cc2c(cc1CN1CCN(c3cccc(C(F)(F)F)c3)CC1)CCC2	15	-1	11	2	1	-8	1	1.1	0.7
Cc1ccc(C2C(C#N)=C(N)Oc3cc4c(cc32)OCO4)cc1 (stereo unspecified)	8	-23	16	-5	1	0	-8	1.1	1
CCOC(=O)c1cn(CC(=O)Nc2ccccc2C(=O)OCC)nn1	8	5	-3	1	-3	-3	-5	1.2	0.9
C=CCNC(=O)c1ccc(C(=O)c2ccccc2)cc1	8	15	2	3	0	-5	9	1.4	0.8
CCOc1ccc2nc(C)cc(Nc3ccc4c(c3)OCCO4)c2c1	22	2	-2	-2	-3	-6	-12	.	1.1
(cont.)
SMILES	PLK1 PBD inh	S1P2 antag	HIV Rev-RRE inh	EphB4 antag	FAK blocker	S1P2 ag	PLK1 inh	MT1-MMP txn act	PLAP activator
O=c1c(-c2nnc(SCc3ccc(Cl)c(Cl)c3)o2)cccn1Cc1ccccc1	-13	-16	6	-3	-3	-9	-15	.	0.7
Cn1c(=O)c2[nH]c(-c3ccccc3O)nc2n(C)c1=O	19	-38	-2	-8	-1	-6	-7	.	1
Cc1cc(C)cc(OCc2nnc(SCC(=O)c3ccc(Br)cc3)o2)c1	33	-6	9	4	-2	-5	-9	1.2	0.9
COc1cccc(C2/C(=C(/O)c3ccc(F)cc3)C(=O)C(=O)N2CCN(C)C)c1 (stereo unspecified)	-13	15	3	1	6	-2	-7	1	1.5
O=C(C1CCCCC1)N1CCC(c2nc3ccccc3[nH]2)CC1	-3	0	-1	2	-1	-5	-7	0.9	1
O=C(Cc1ncc(C(F)(F)F)cc1Cl)N1CCN(c2ccccn2)CC1	12	14	2	4	3	-4	-10	.	1.1
CCOc1ccc(OCCCC(=O)NC2=NCCS2)cc1	-13	-19	0	3	0	-1	-15	.	0.9
C/C(=C\C(=O)C(F)(F)F)Nc1ccc(C(F)(F)F)cc1	-25	19	12	6	-2	-6	-10	.	1
COc1ccc(C(=O)Nc2cccc(N(C)S(C)(=O)=O)c2)cc1OC	5	4	3	-4	0	-3	-11	1.5	1
Cc1ccc(C(=O)Nc2ccccc2-c2ccccc2)cc1S(=O)(=O)Nc1cccc(C)c1C	3	17	12	-1	4	-10	-5	.	1.3
COCCN1C=C(C(=O)OC)C(c2ccc3c(c2)OCO3)C(C(=O)OC)=C1	-23	-5	2	3	0	-2	-3	1.2	1.9
CC1N(C)c2cccc3cccc(c23)N1C	4	-30	1	13	1	-3	4	1.2	.
CCOC(=O)N1CCN(C(=O)CSc2ccccc2)CC1	-2	-10	-7	-8	2	-2	-4	1.1	0.9
COc1ccc(NC(=O)c2cccs2)c([N+](=O)[O-])c1	3	-13	-2	-6	-2	0	-7	.	0.8
CCc1ccccc1NC(=O)CN1C(=O)C2CCCN2c2ncc(Cl)cc21 (stereo unspecified)	10	4	8	0	0	-5	-1	1	1.5
Nc1nc(-c2ccco2)nn1C(=O)CCc1ccccc1	-13	-3	0	6	1	-4	-23	1.1	0.9
Cc1ccc(NC(=O)CCn2cccc2)cc1F	-3	2	3	0	1	0	-9	1.1	0.8
COc1ccccc1NC(=O)c1ccc(N)cc1	-14	-2	7	1	0	1	6	1.2	0.9
Oc1ccc(Br)cc1-c1cc(-c2ccco2)[nH]n1	1	-1	10	-2	2	-6	19	1.5	1.2
CCOc1cc(C(=O)N(C)Cc2cc3cc(OC)ccc3[nH]c2=O)cc(OCC)c1OCC	-14	27	3	6	4	-7	-9	1	1.3
COC(CNC(=O)c1ccc(Cn2c(=S)[nH]c3cc4c(cc3c2=O)OCO4)cc1)OC	-4	8	5	2	-2	-1	-10	1.2	0.8
Cc1ccc(Nc2nc(C(=O)NCc3ccco3)cs2)cc1	11	6	8	6	8	-6	3	1.2	0.8
CCNc1ccc(Br)cc(C(=O)/C=C/c2c(Cl)cccc2Cl)c1=O	-14	38	89*[fluorescence artefact?]	1	2	-6	-5	1	.
COc1ccccc1Nc1nnc(C)c(=O)[nH]1	-11	4	3	-8	0	-2	9	1.3	1.1
COc1cc(C(N)=O)ccc1OCc1ccccc1	-24	-23	4	-4	2	-3	-5	1.5	1
Additional results follow.
SMILES	PLK1 PBD inh	S1P2 antag	HIV Rev-RRE inh	EphB4 antag	FAK blocker	S1P2 ag	PLK1 inh	MT1-MMP txn act	PLAP activator
COc1ccc(C(O)C(CN2CCOCC2)c2ccccc2)cc1F (stereo unspecified)	12	-4	3	-10	0	0	-15	1.1	1.1
COc1ccc(N(CC(=O)NC2CCCC2)S(=O)(=O)c2c(C)[nH]c(=O)[nH]c2=O)cc1	24	4	1	-8	-3	-1	-14	.	1.3
CCCC(=O)Nc1ccc(C(=O)n2nnc3ccccc32)cc1	-1	-6	8	-10	0	-1	-13	1.2	1
COc1ccc(NCc2nnc(SCC(=O)Nc3cccc(C)c3)o2)cc1	-1	11	0	-6	3	-3	-6	1	1.3
O=C(NCCc1ccccc1)c1ccc(OCCOc2ccccc2)cc1	5	15	8	3	5	-6	-3	1	0.9
COc1cccc(NC(=O)c2nnn(CCc3ccccc3)c2N)c1	-2	-3	5	-12	2	-3	-5	1.4	.
CN(CCC#N)c1ncnc2scc(-c3ccccc3)c12	-20	-17	3	-7	6	-1	54*	1	0.9
O=c1cc(CN2CCC3(CC2)OCCO3)c2c(ccc3ccccc32)o1	-35	-14	3	-1	0	-5	-8	1.2	1.6
CC(C)CCn1nnnc1C(C(C)C)N1CCC(C(N)=O)CC1 (stereo unspecified)	15	-9	6	10	3	-3	-9	1.3	.
CC(C)CC(=O)Nc1ccc2oc(-c3cccnc3)nc2c1	-34	-4	3	-1	-1	-8	-16	1.5	1
Cc1ccc(S(=O)(=O)Nc2cc(C(=O)NCCN3CCCC3)ccc2N2CCCCC2)cc1	4	7	10	-6	2	-3	4	1.1	1.5
COc1ccccc1NC(=O)CN1CCN(C2c3ccccc3-c3ccccc32)CC1	-2	26	-3	-2	2	-5	-4	1.1	1.8
O=c1cccc(-c2ccccc2)[nH]1	4	-2	9	4	1	-4	-13	1.2	1
O=C(c1ccc(-c2ccccc2)cc1)N1CCN(c2ncccn2)CC1	2	6	7	4	-5	-4	-4	1	1.3

No enrichment for hits; 3.9% or so of the library scored in one or more.
